ER stress surv = ER stress cell death inhibition. CSM14.1 thapsigargin ER stress survival, ATP luminescence. relative survival (cellular ATP), % at 15 µg/mL (by protocol). 0.33% of 48,000 active;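 active = survival measured by cellular ATP above 50% at 15 µg/ml in the first screen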;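 note: cell death triggered by about 15 µM thapsigargin; ATP read 24 h after thapsigargin was added; plate controls were thapsigargin with DMSO for no effect and DMSO without thapsigargin for full effect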
* = called active by the depositor. A portion of the library; count on the stated rates, not on these rows.

How did O=C(COc1ccc(Cl)cc1Cl)Nc1ccc(NC(=O)c2ccco2)cc1 do in these assays?
ER stress surv: 9

How did O=C(Nc1nnc(-c2ccccc2)s1)c1ccc(Cl)cc1Cl do in these assays?
ER stress surv: 6

How did C/C(=N\Nc1nc(C)cc(-c2ccccc2)n1)c1ccc(C)cc1 do in these assays?
ER stress surv: 6

What do the screens show for `COc1cc(NC(=O)COc2cc(C)ccc2C(C)(C)C)c(OC)cc1Cl`?
ER stress surv: 10

What do the screens show for `CC1CCC(C(C)C)C(OC(=O)c2ccc([N+](=O)[O-])cc2)C1` (stereo unspecified)?
ER stress surv: 2

How did Cc1nc(NC(=S)Nc2ccccc2)sc1C do in these assays?
ER stress surv: 5

How did CCCc1noc(-c2ccc(C(C)(C)C)cc2)n1 do in these assays?
ER stress surv: 10

What do the screens show for `O=C(NCc1ccc(Cl)cc1)C1CCCN1S(=O)(=O)c1ccc(Cl)cc1` (stereo unspecified)?
ER stress surv: 3

How did CCOC(=O)C1=C(C)N=c2s/c(=C\c3ccncc3)c(=O)n2C1c1cccc(OC)c1 (stereo unspecified) do in these assays?
ER stress surv: 10

Results for CCC(=O)Nc1sc2c(c1C(=O)Nc1ccc(Cl)cc1)CCC2 ?
ER stress surv: -4

How did Cc1cc(C)cc(NC(=O)C2CC3CCC2C3)c1 (stereo unspecified) do in these assays?
ER stress surv: 6

How did Cc1cccc(C)c1NC(=O)c1cc2c(C)nn(-c3ccccc3)c2s1 do in these assays?
ER stress surv: 8

How did O=C(Nc1cccc2ccccc12)c1ccc(-c2ccccc2)cc1 do in these assays?
ER stress surv: 7

What do the screens show for `CC1=C(C(=O)OC2CCCC2C)C(c2ccccc2)NC(=O)N1` (stereo unspecified)?
ER stress surv: 0

Results for Cc1cc(Cl)ccc1OCC(O)CN1CCN(CCO)CC1 (stereo unspecified) ?
ER stress surv: -2

Ordered by molecular weight (low to high): some entries from above
How did Cc1cc(C)cc(NC(=O)C2CC3CCC2C3)c1 (stereo unspecified) do in these assays?
ER stress surv: 6

How did CCCc1noc(-c2ccc(C(C)(C)C)cc2)n1 do in these assays?
ER stress surv: 10

How did Cc1nc(NC(=S)Nc2ccccc2)sc1C do in these assays?
ER stress surv: 5

What do the screens show for `CC1=C(C(=O)OC2CCCC2C)C(c2ccccc2)NC(=O)N1` (stereo unspecified)?
ER stress surv: 0

How did O=C(Nc1cccc2ccccc12)c1ccc(-c2ccccc2)cc1 do in these assays?
ER stress surv: 7

Results for Cc1cc(Cl)ccc1OCC(O)CN1CCN(CCO)CC1 (stereo unspecified) ?
ER stress surv: -2

Results for CCC(=O)Nc1sc2c(c1C(=O)Nc1ccc(Cl)cc1)CCC2 ?
ER stress surv: -4

How did O=C(Nc1nnc(-c2ccccc2)s1)c1ccc(Cl)cc1Cl do in these assays?
ER stress surv: 6

How did Cc1cccc(C)c1NC(=O)c1cc2c(C)nn(-c3ccccc3)c2s1 do in these assays?
ER stress surv: 8

What do the screens show for `COc1cc(NC(=O)COc2cc(C)ccc2C(C)(C)C)c(OC)cc1Cl`?
ER stress surv: 10

How did O=C(COc1ccc(Cl)cc1Cl)Nc1ccc(NC(=O)c2ccco2)cc1 do in these assays?
ER stress surv: 9

What do the screens show for `O=C(NCc1ccc(Cl)cc1)C1CCCN1S(=O)(=O)c1ccc(Cl)cc1` (stereo unspecified)?
ER stress surv: 3

How did CCOC(=O)C1=C(C)N=c2s/c(=C\c3ccncc3)c(=O)n2C1c1cccc(OC)c1 (stereo unspecified) do in these assays?
ER stress surv: 10

(more compounds)
How did CN(C)c1ccc(NC(=O)Nc2ccc(Cl)c(Cl)c2)cc1 do in these assays?
ER stress surv: 4

Results for COC(=O)C1=C(C)NC(=O)CC1c1ccc(OC)cc1 (stereo unspecified) ?
ER stress surv: 6

How did N/C(=N\OC(=O)C(c1ccccc1)c1ccccc1)c1ccccc1 do in these assays?
ER stress surv: 11

Results for CC(=O)O/N=C(N)/C(=N/OC(C)=O)c1nc2ccccc2[nH]1 ?
ER stress surv: 2

Results for Cc1cc(Cl)ccc1NC(=O)c1ccc(Cl)cc1 ?
ER stress surv: 16

What do the screens show for `CC(Cc1ccccc1)NC(=O)CCC(=O)NC(C)Cc1ccccc1` (stereo unspecified)?
ER stress surv: 0

How did Brc1ccc(C(Cc2ccccc2)Nc2ccccn2)cc1 (stereo unspecified) do in these assays?
ER stress surv: 2

How did COC(=O)C1=C(C)N=c2s/c(=C/c3cccnc3)c(=O)n2C1c1ccc(C(C)C)cc1 (stereo unspecified) do in these assays?
ER stress surv: 4

What do the screens show for `O=C(NCc1cccnc1)C1c2ccccc2Oc2ccccc21`?
ER stress surv: 9

How did CC(C)N1CCC(=NNC(=O)C(O)c2ccccc2)CC1 (stereo unspecified) do in these assays?
ER stress surv: -2

Results for CCCC(=O)c1ccc(N2CCN(C(=O)OCC)CC2)c(F)c1 ?
ER stress surv: 11

Results for COc1ccc(Cl)cc1NS(=O)(=O)c1c(C)cc(C)cc1C ?
ER stress surv: 15

What do the screens show for `COc1ccc(/C=C/C(=O)Nc2ccc(C)c(C)c2)cc1`?
ER stress surv: 0

Results for CCc1cc2c(=O)c(-c3nc4ccccc4s3)coc2c(CN2CCOCC2)c1O ?
ER stress surv: 8

What do the screens show for `CCOc1ccc(C(=O)Nc2ccc(OC(F)(F)F)cc2)cc1Br`?
ER stress surv: -1

How did Cc1c(Cl)cccc1NC(=O)C1CC(=O)N(c2ccccc2)C1 (stereo unspecified) do in these assays?
ER stress surv: 6

How did CCOC(=O)c1ccc(NC(=O)CC2SC(=O)NC2=O)cc1 (stereo unspecified) do in these assays?
ER stress surv: 14

How did O=C1c2ccccc2C(=O)N1CCCCN(C(=O)c1ccccc1)c1ccc(F)cc1F do in these assays?
ER stress surv: -3

What do the screens show for `C=CCn1c(=S)[nH]c2sc3c(c2c1=O)CCC(C(C)(C)C)C3` (stereo unspecified)?
ER stress surv: 9

Results for O=C(O)CN1C(=O)/C(=C/c2c(Cl)cccc2Cl)SC1=S ?
ER stress surv: 30

How did Cc1ccc(C)c(OCCCCN2CCCCC2)c1C do in these assays?
ER stress surv: -7

Results for COc1ccccc1CC(=O)N1CCN(c2ccc(F)cc2)CC1 ?
ER stress surv: -2

What do the screens show for `O=C(N/N=C\C=C\c1ccc2c(c1)OCO2)c1ccc(F)cc1`?
ER stress surv: 4

What do the screens show for `COCCOC(=O)c1ccc(NC(=O)c2cc3ccccc3oc2=O)cc1`?
ER stress surv: 11

How did CCOc1ccc(C(=O)Nc2cccc(-c3nc4cc(C)ccc4o3)c2C)cc1 do in these assays?
ER stress surv: -3

Results for NC(=S)NC12CC3CC(CC(C3)C1)C2 ?
ER stress surv: -5

Results for COc1cc(NC(=O)c2nn3c(c2Br)NC(c2cccs2)CC3C(F)(F)F)cc([N+](=O)[O-])c1 (stereo unspecified) ?
ER stress surv: 15

Results for CCn1c2c(c3cc(Cl)ccc31)CCC/C2=N\O ?
ER stress surv: 5

What do the screens show for `O=C(N/N=C/c1ccncc1)c1cc(-c2ccccc2)n[nH]1`?
ER stress surv: 1

Results for Cc1cccc(C(=O)Nc2cc(C(F)(F)F)cc(C(F)(F)F)c2)c1 ?
ER stress surv: 1

Results for COc1cc(/C=C/C(=O)c2c(C)cc(C)[nH]c2=O)cc(OC)c1OC ?
ER stress surv: -9

What do the screens show for `COC(=O)c1c(C)oc2ccc(OC(=O)c3ccco3)cc12`?
ER stress surv: 1

What do the screens show for `CC(=O)c1ccc(NC(=O)c2ccc(-c3ccc(Br)cc3)o2)cc1`?
ER stress surv: 12

What do the screens show for `C(=N\Nc1nnnn1-c1ccccc1)/c1ccc2c(c1)OCO2`?
ER stress surv: 10

What do the screens show for `COc1ccccc1N1C(=O)c2ccc(C(=O)Nc3ccc(O)cc3C)cc2C1=O`?
ER stress surv: 4

What do the screens show for `Cc1sc(/C=C(/C#N)C(N)=S)cc1Br`?
ER stress surv: 2

Results for O=C(c1sc2ccccc2c1Cl)N1CCN(c2cccc(C(F)(F)F)c2)CC1 ?
ER stress surv: 10

Results for COCCCNC(=O)CN(c1ccc(OC)c(Cl)c1)S(C)(=O)=O ?
ER stress surv: 8

What do the screens show for `CC1CCC2(CC1)C(C#N)=C1SCCCN1C(=O)C2C#N` (stereo unspecified)?
ER stress surv: -1

Results for CCOC(=O)c1ccccc1N(C(=O)C(F)(F)F)C1C=CS(=O)(=O)C1 (stereo unspecified) ?
ER stress surv: -8

Results for C=CCc1ccc(OC(=O)NC2CCCCC2)c(OC)c1 ?
ER stress surv: 9

What do the screens show for `Cc1ccc(C2CC(C(F)(F)F)n3ncc(C(=O)Nc4ccc(OC(F)(F)F)cc4)c3N2)cc1` (stereo unspecified)?
ER stress surv: 11

Results for COc1ccc(OCCNC(=O)c2ccc(C)cc2)cc1 ?
ER stress surv: 2

Results for Cc1ccc(N(CC(=O)Nc2ccccc2Cl)S(C)(=O)=O)cc1Cl ?
ER stress surv: 10

What do the screens show for `CCOc1ccccc1C=NN1CCN(Cc2ccccc2)CC1`?
ER stress surv: 9

Results for CNC(=O)CN(c1cccc([N+](=O)[O-])c1)S(=O)(=O)c1ccccc1 ?
ER stress surv: 1

Results for CC1=NN(c2ccccc2)C(=O)C1/C=C1\C(=O)NC(=O)N(c2ccc(C)cc2)C1=O (stereo unspecified) ?
ER stress surv: 0

What do the screens show for `COc1cccc(N2C(=O)CSC2=S)c1`?
ER stress surv: -13

Results for O=C1Nc2ccccc2C12NN=C(c1ccccc1)S2 (stereo unspecified) ?
ER stress surv: 12

Results for Cc1cc(/C=C2/NC(=S)NC2=O)c(C)n1-c1cccc(Cl)c1 ?
ER stress surv: 0

What do the screens show for `COC(=O)C1=C(C)NC2=C(C(=O)CC(c3ccccc3)C2)C1c1cc(Cl)c(O)c(OC)c1` (stereo unspecified)?
ER stress surv: 9

Results for CC1=C(C#N)c2nc(N)c(C#N)c(C)c2/C1=C\c1ccc(-c2ccc(C(=O)O)cc2)o1 ?
ER stress surv: -3

What do the screens show for `CC(C)(c1ccccc1)c1ccc(OCc2ccc(C(=O)O)o2)cc1`?
ER stress surv: 0

What do the screens show for `O=C(Nc1nc2ccccc2n1Cc1ccc(Cl)cc1)c1ccccc1`?
ER stress surv: 8

How did O=C(/C=C/c1ccc([N+](=O)[O-])cc1)Nc1ccccc1Cl do in these assays?
ER stress surv: 6

Results for O=C1CS/C(=N/N=C/c2cc3c(cc2[N+](=O)[O-])OCO3)N1 ?
ER stress surv: -17

What do the screens show for `COc1ccccc1/C=C/C=NN1CCN(Cc2ccccc2)CC1`?
ER stress surv: -4

What do the screens show for `C#CCOc1ccc(/C=C2\C(=O)NC(=O)N(c3ccc(Br)c(C)c3)C2=O)cc1`?
ER stress surv: 3

How did COC(=O)c1c(NC(=O)c2ccc(OC)c(OC)c2)sc2c1CCC(C)C2 (stereo unspecified) do in these assays?
ER stress surv: 9

Results for O=C(O)c1cc(-c2ccc(/C=N/Nc3ccc([N+](=O)[O-])cn3)o2)ccc1Cl ?
ER stress surv: 1

What do the screens show for `CC(C)(C)NCC(O)COC1CCC(C(C)(C)C)CC1` (stereo unspecified)?
ER stress surv: -6

Results for O=[N+]([O-])c1ccc(NCCNS(=O)(=O)Cc2ccccc2)cc1 ?
ER stress surv: -4

What do the screens show for `C=CCN1C(=O)NC(=O)/C(=C\c2cccc(OCc3ccccc3Cl)c2)C1=O`?
ER stress surv: 0

What do the screens show for `COc1ccc(-c2cc(C(=O)N3CCCC3)c3ccccc3n2)cc1OC`?
ER stress surv: 4

How did COc1ccc2c(Cl)c(C(=O)NCc3ccc4c(c3)OCO4)sc2c1 do in these assays?
ER stress surv: 3

What do the screens show for `COc1ccc(CN2CCN(Cc3ccncc3)CC2)c(OC)c1`?
ER stress surv: -4

Results for O=C(C(c1ccccc1)c1ccccc1)N1CCN(C2CC3CCC2C3)CC1 (stereo unspecified) ?
ER stress surv: 0

What do the screens show for `CCOc1ccc2c(C)c(Cl)c(=O)oc2c1`?
ER stress surv: 0

Results for COc1ccc(NC(=O)C(=O)N/N=C/c2ccc3c(c2)OCO3)cc1 ?
ER stress surv: 15

How did CC1=NN(c2ccccc2)C(=O)/C1=C/c1ccc(-c2ccc(C(=O)O)cc2)o1 do in these assays?
ER stress surv: -2

Results for CCOc1ccc(-n2nc3ccc(NC(=S)NC(=O)c4ccccc4Cl)cc3n2)cc1 ?
ER stress surv: 2

What do the screens show for `Fc1ccc(NC(=S)Nc2ccc(Nc3ccccc3)cc2)cc1`?
ER stress surv: -2

What do the screens show for `O=C(CSc1nnc(-c2cccs2)n1-c1ccccc1)c1ccc(F)cc1`?
ER stress surv: -4

What do the screens show for `O=C(NCc1ccco1)C(=O)Nc1ccc2c(c1)OCO2`?
ER stress surv: 3

What do the screens show for `O=[N+]([O-])c1ccc2nc(N3CCN(Cc4ccc5c(c4)OCO5)CC3)sc2c1`?
ER stress surv: 15

What do the screens show for `O=C1CC(N2CCSCC2)C(=O)N1c1ccc(F)cc1` (stereo unspecified)?
ER stress surv: 5

How did O=C1C2C3C=CC(C4CC34)C2C(=O)N1c1cccc(C(F)(F)F)c1 (stereo unspecified) do in these assays?
ER stress surv: 5

How did COc1ccccc1-n1c(SCc2ccccc2)nc2ccccc2c1=O do in these assays?
ER stress surv: 1

Results for O=C(NCC1CCCO1)C(=O)Nc1nccs1 (stereo unspecified) ?
ER stress surv: 2

Results for O=S(=O)(/N=C(/c1ccccc1)N1CCOCC1)c1ccccc1 ?
ER stress surv: 8

How did Cc1ccc(N2C(=O)CC(C(C)c3ccccc3)C2=O)c(Br)c1 (stereo unspecified) do in these assays?
ER stress surv: 6

How did CN1C(=O)/C(=C\c2ccc(OC(=O)c3cccc(Br)c3)cc2)SC1=S do in these assays?
ER stress surv: 2

What do the screens show for `COc1cc(C(=O)Nc2ccc(C)c(Cl)c2)cc(OC)c1OC`?
ER stress surv: 3

Results for CCOc1ccc(NC(=O)c2ccc(OC)c(OC)c2)c([N+](=O)[O-])c1 ?
ER stress surv: 3

Results for COc1ccccc1/C=N/N=C1/NC(=O)C(Cc2ccc(Cl)cc2Cl)S1 (stereo unspecified) ?
ER stress surv: 3

Assay outcomes deposited in PubChem BioAssay by Sanford-Burnham Center for Chemical Genomics.
